# All columns: NCI-60 one-dose screen, growth in % after 48 h at 10 µM unless noted; 100 = growth as untreated, 0 = no growth, -100 = all killed.
# HOP-62: HOP-62 NSCLC | 80,000 tested, 3.9% active | AID 1794735
# A549/ATCC: A549/ATCC NSCLC; 81,000 tested, 3.7% active
# M14: M14 melanoma. 80,000 tested, 6.2% active
# HOP-92: HOP-92 NSCLC cells; 71,000 tested, 6.3% active; AID 1794738
# RPMI-8226: RPMI-8226 leukemia cells | 77,000 tested, 7.5% active
# EKVX: EKVX NSCLC; 71,000 tested, 3% active
# CCRF-CEM: CCRF-CEM leukemia. AID 1794778. 77,000 tested, 7% active
# UACC-62: UACC-62 melanoma; 81,000 tested, 5.4% active; AID 1794756
# * marks the source's active call; other numbers are inactive results; x = not tested or not shown; & = joins results of further samples. How the source made its calls: active means growth percent below 10; inactive means the rest. The order is random. Share with any hit: about 12%.
SMILES,HOP-62,A549/ATCC,M14,HOP-92,RPMI-8226,EKVX,CCRF-CEM,UACC-62
Cc1cc(Cl)ccc1N1C(=O)c2sc3nc4scc(-c5ccc(F)cc5)c4c(=O)n3c2C1=O,97,87,112,53,26,89,x,71
CCOC(=O)CC(NC(=O)C(CC(=O)OCc1ccccc1)NC(=O)OCc1ccccc1)C(=O)OCC (configuration not stated),91,102,102,85,95,x,96,101
COc1ccc2oc3c4[nH]c5ccccc5c4c4c(c3c2c1)C(=O)N(O)C4=O,102,108,102,81,92,98,91,95
CN(C)/N=N/c1nc[nH]c1C(N)=O,41&84,89&82&102,63&65&58,73&82&67,32&60&64,93&104&99,52&62&58,74&80&72
COc1ccc(C2CC(c3ccc(N)cc3)=NN2c2ccccc2)cc1 (configuration not stated),107,100,103,x,91,x,97,96
COc1cc(-c2nc(Nc3nc4ccccc4s3)[nH]c(=O)c2C#N)cc(OC)c1O,99,106,96,x,90,x,103,102
CCCCCCCCCCCCCCCCCCCCCCCCCCO,94,102,101,66,x,x,99,103
CCSc1nnc(-c2ccc3ccccc3c2O)n1-c1ccccc1,58,36,59,56,54,x,31,56
COC(=O)c1[nH]c(=O)c(C#N)c(C(=O)OC)c1C(=O)c1ccc(Cl)c(Cl)c1,95,90,105,93,102,92,111,84
O=C(O)/C=C/c1ccccc1Br,100,94,96,x,100,x,95,98
COc1ccc(-n2c(SCc3cc(OC)c(OC)c(OC)c3)nc3ccc(C)cc3c2=O)cc1,65,51,54,x,x,x,x,57
Nc1nc(-c2c(Cl)cccc2Cl)nn1-c1nc2ccccc2s1,x,101,98,96,x,99,104,90
O=c1[nH]c(=S)[nH]c(=O)n1CCc1ccc(Cl)cc1,101,95,100,82,83,x,94,88
Cc1ccc(S(=O)(=O)/C(=N\O)C(=O)c2ccc(-c3ccccc3)cc2)cc1,98,105,108,x,107,x,95,103
CN(C)Cc1cc(C(C)(C)C)cc(C2CCCCC2)c1O,101,102,100,91,114,97,120,104
COC(=O)/C(CCC=C(C)C)=C1\[C@@H](OC(C)=O)C[C@@]2(C)[C@H]1CC(=O)[C@H]1[C@@]3(C)CC[C@H](NCc4ccccc4)[C@@H](C)[C@@H]3CC[C@@]12C,87,82,90,50,49,88,76,87
COc1ccc(-c2nnc(Cn3c(Cc4cccc5ccccc45)nc4ccccc43)o2)cc1,101,74,83,52,57,x,63,58
CC1=C(CCC(C)N(C)Cc2ccc(OCCCN3CCCC3)cc2)C(C)(C)CCC1 (configuration not stated),37,38,-77*,27,-14*,47,11,-64*
Cc1ccc2nc(COc3ccc(C(=O)NNC(=S)Nc4ccccc4)cc3)[nH]c2c1,89,93,96,96,75,74,81,70
O=C(Nc1cccc(Cl)c1)c1ccc(Cl)c(Cl)c1,107,80,87,93,75,71,95,75
CC1(c2ccc(Cl)cc2)Nc2ccccc2-c2ccnn21 (configuration not stated),101,96,90,99,94,x,108,91
CCCCCCCCN1C(=O)[C@H]2Cc3c([nH]c4ccccc34)[C@H](C)N2C1=S,116,105,108,98,98,96,x,89
CC(C)=CC(=O)C=C(C)C,105,105,106,92,90,109,92,107
O=C(O)CCCn1c2c(sc3ccccc32)c(=O)n2nnc(-c3ccccc3)c12,x,89,x,108,94,x,92,76
CCCCCCCCCCCl,93,105,103,108,x,x,98,115
O=C(O)C(=O)Cc1ccc(Br)cc1[N+](=O)[O-],87,105,x,88,100,83,105,92
CC(C)C(C(=O)O)c1ccccc1 (configuration not stated),97,88,101,76,87,93,91,102
Nc1ccc(C(=O)Nc2ccc(Nc3ccncc3)cc2)c([N+](=O)[O-])c1,103,104,107,x,105,108,104,103
Clc1ccc(-c2cc(-c3ccccc3)nc(NCCNc3ccnc4cc(Cl)ccc34)n2)cc1,81,36,-70*,32,-25*,88,-2.1*,69
COc1cc(F)c(Cn2c(-c3c(F)cc(OC)cc3F)nc3c(C)cccc32)c(F)c1,95,72,83,45,59,95,62,75
CCOc1cc2ncc(C#N)c(Nc3ccc(OCc4cccc(F)c4)c(Cl)c3)c2cc1NC(=O)CC1CCSS1 (configuration not stated),15,-70*,-68*,67,62,27,9.6*,72
Nc1ccc(Cl)c2c(=O)cc[nH]c12,91,89,100,97,93,104,97,100
Cc1nc(Nc2ccc(NC(=S)Nc3ccccc3)cc2)nc2nc(NCc3ccccc3)[nH]c(=O)c12,103,118,x,71,50,90,82,77
CCOC(=O)c1c2c(n3cccc(Cl)c13)C(=O)c1ncccc1C2=O,42,38,23,88,61,76,84,56
C/C(=N/NC(N)=O)c1ccco1,86,84,92,90,118,100,106,102
O=Cc1ccc(CO)o1,113,100,x,74,x,108,78,98
O=C(c1ccccc1)c1cccc([N+](=O)[O-])c1,94,112,110,96,110,95,105,91
N#Cc1c(-c2c(Cl)cccc2Cl)[nH]c(=S)[nH]c1=O,100,99,97,91,107,103,x,113
Cc1ccc(Nn2c(SCC(=O)Nc3nc4ccccc4s3)nc(C)c2C)cc1,102,80,72,74,63,83,42,58
O=COCCc1ccccc1,109,103,106,x,102,x,103,116

# Shown with values under each structure: part of the list above.
# Under each structure: HOP-62, A549/ATCC, M14, HOP-92, RPMI-8226, EKVX, CCRF-CEM, UACC-62
Nc1ccc(C(=O)Nc2ccc(Nc3ccncc3)cc2)c([N+](=O)[O-])c1
  103, 104, 107, x, 105, 108, 104, 103
Clc1ccc(-c2cc(-c3ccccc3)nc(NCCNc3ccnc4cc(Cl)ccc34)n2)cc1
  81, 36, -70*, 32, -25*, 88, -2.1*, 69
COc1cc(F)c(Cn2c(-c3c(F)cc(OC)cc3F)nc3c(C)cccc32)c(F)c1
  95, 72, 83, 45, 59, 95, 62, 75
CCOc1cc2ncc(C#N)c(Nc3ccc(OCc4cccc(F)c4)c(Cl)c3)c2cc1NC(=O)CC1CCSS1 (configuration not stated)
  15, -70*, -68*, 67, 62, 27, 9.6*, 72
Nc1ccc(Cl)c2c(=O)cc[nH]c12
  91, 89, 100, 97, 93, 104, 97, 100
Cc1nc(Nc2ccc(NC(=S)Nc3ccccc3)cc2)nc2nc(NCc3ccccc3)[nH]c(=O)c12
  103, 118, x, 71, 50, 90, 82, 77
CCOC(=O)c1c2c(n3cccc(Cl)c13)C(=O)c1ncccc1C2=O
  42, 38, 23, 88, 61, 76, 84, 56
C/C(=N/NC(N)=O)c1ccco1
  86, 84, 92, 90, 118, 100, 106, 102
O=Cc1ccc(CO)o1
  113, 100, x, 74, x, 108, 78, 98
O=C(c1ccccc1)c1cccc([N+](=O)[O-])c1
  94, 112, 110, 96, 110, 95, 105, 91
N#Cc1c(-c2c(Cl)cccc2Cl)[nH]c(=S)[nH]c1=O
  100, 99, 97, 91, 107, 103, x, 113

# Other compounds
SMILES,HOP-62,A549/ATCC,M14,HOP-92,RPMI-8226,EKVX,CCRF-CEM,UACC-62
CCCCCCC/C=C/C1CC(=O)OC1=O (configuration not stated),107,103,103,91,103,107,48,110
CCOC(=O)c1cc(-c2nc3ccccc3s2)c(=O)n(NS(=O)(=O)c2ccccc2)c1N,93,107,93,93,95,91,94,89
COC(=O)N1CCN(CCNCc2ccc(NC(=O)c3ccc(C)c(C#Cc4cnc5cccnn45)c3)cc2C(F)(F)F)CC1,25,28,8.7*,12,-6.1*,49,11,39
O=C(NCc1cccc(Cl)c1)C1=NOC(Cc2nc3ccccc3[nH]2)C1 (configuration not stated),101,94,98,117,87,118,98,99
CCOC(=O)c1cc2c(n1Cc1cc(OC)c(OC)c(OC)c1)-c1nc(NC(C)=O)sc1CCC2,80,60,79,52,51,58,75,60
O=[N+]([O-])c1ccc(/C=N/c2nnc(-c3ccc(Cl)cc3)o2)cc1,101,91,104,94,99,100,98,94
CC(=O)N(c1nc2ccccc2s1)N1C(=O)c2ccccc2C1=O,83,104,97,x,99,x,x,99
C/C(Cc1ccc(Cl)cc1)=C(\c1ccc(OCCCN(C)C)cc1)c1ccc(OC(=O)c2ccccc2)cc1,96,96,77,75,94,87,84,104
COC(=O)c1ccc(NC2=C(Cl)C(=O)c3nc(C)ccc3C2=O)cc1,97,94,60,142,37,77,16,68
CCCc1cc(=O)oc2c3c(c4c(c12)OC(C)(C)C=C4)O[C@@H](C)[C@H](C)C3=O,102,64,x,44,56,63,70,66
O=C1CCC23OC(c4ccccc4)(C(=O)c4ccccc4N12)C1SSCC(=O)N13 (configuration not stated),101,105,95,85,113,105,102,91
COc1ccc(C(=O)c2cc(C(=O)/C=C/c3c(Cl)cccc3Cl)c3cc(C)ccn23)cc1,98,100,100,97,93,92,100,94
OC1CC2COCC2CC1O (configuration not stated),93,91,101,102,100,98,97,x
O=C1NC(=S)N/C1=C\c1ccc(Cl)cc1Cl,93,104,116,60,x,105,52,88
Oc1c(-c2nc(=S)[nH][nH]2)ccc2ccccc12,104,102,93,112,95,x,94,101
CCOC(=O)C(NC(C)=O)/C(C)=N\Nc1ccc([N+](=O)[O-])cc1[N+](=O)[O-] (configuration not stated),91,92,101,110,108,93,116,96
COc1ccc2c(c1)c(-c1cc(-c3cn(C)c4ccc(OC)cc34)on1)cn2C,141,109,90,59,85,106,91,91
CC1(c2cc3cc(Br)ccc3oc2=O)NC(=O)c2c(/C=C/C(=O)OC3CC4CCC3(C)C4(C)C)cccc2N1 (configuration not stated),92,55,86,x,36,62,82,80
CCOC(=O)c1cnc2cc(Cl)cc(Cl)c2c1Nc1cccc(S(=O)(=O)NC)c1,86,85,100,48,76,91,76,66
O=c1[nH]c2[nH]c(S(=O)(=O)O)nc(=S)c2[nH]1,85,86,99,92,100,101,90,92
O=C(/C=C/CN1CCOCC1)Nc1cc2c(Nc3cccc(Cl)c3F)ncnc2cc1OCCOC(F)F,70,53,94,19,85,30,102,72
CCCCC(C#N)c1ccccc1 (configuration not stated),97,97,97,91,118,99,108,99
N#C/C(=C\c1ccc(CO)o1)C(N)=O,97,109,108,130,103,101,99,97
C[C@]12C=CC(=O)C=C1CC[C@@H]1[C@@H]2[C@@H](O)C[C@@]2(C)[C@H]1CC[C@]2(O)C(=O)CO,112,69,110,98,61,86,56,113
O=C(CCl)n1nnnc1-c1ccccc1,91,97,89,89,82,105,77,96
NS(=O)(=O)c1ccc(-n2cc(-c3cccc(NC(=O)c4cccc(OC(F)(F)F)c4)c3)nn2)cc1,105,100,108,91,108,92,102,90
O=C1c2ccccc2C(=O)c2c1c(C(=O)c1ccc(Cl)cc1)n1c2ccc2c3ccccc3ccc21,93,102,107,99,101,97,102,97
COc1cc(C2CC(c3ccccc3)=Nc3c(N)nc(N)nc3N2)ccc1Oc1nc(Nc2ccc(F)cc2)nc(N(C)C)n1 (configuration not stated),86,66,47,16,13,50,25,49
CCCc1nc(C(C)(C)O)c(C(=O)OCc2oc(=O)oc2C)n1Cc1ccc(-c2ccccc2-c2nn[nH]n2)cc1,100,100,103,x,100,95,94,x
COc1ccc(/C(C#N)=C/c2ccc(N(C)CCC#N)cc2)cc1,91,69,79,72,58,82,62,76
COc1ccc(-c2cc(C)nc3[nH]c(=O)sc23)cc1,45,53,98,16,69,89,81,61
O=C(Nc1ccc(Cl)cc1)Nc1cccc2nsnc12,86,85,79,82,34,66,78,49
CC(C)C1=NOC(=O)C1=Cc1cn(-c2ccccc2)nc1-c1cccc([N+](=O)[O-])c1,99,97,78,89,-27*,99,2.7*,84
CCn1c(Sc2nnc(NC(=O)CCN3CCOCC3)s2)nc2c1c(=O)n(C)c(=O)n2C,100,104,104,97,x,102,93,89
COC(=O)c1cc(-c2ccc(F)cc2)[nH]c(=O)c1C#N,98,105,101,94,110,92,98,95
N#[N+]c1ccc2c(S(=O)(=O)Oc3ccc(C(=O)c4ccccc4)c(OS(=O)(=O)c4cccc5c([O-])c([N+]#N)ccc45)c3)cccc2c1[O-],82,61,95,x,56,x,63,98
O=P(Nc1ccccc1)(Nc1ccccc1)c1ccccc1,102,111,95,x,x,121,x,94
COc1ccc2oc(=O)cc(C3CC(=O)Oc4n[nH]c(C)c43)c2c1 (configuration not stated),100,93,105,112,114,99,97,101
Cn1ccnc1C(=O)/C=C/c1ccc(CC(=O)Nc2ccccc2)cc1,6.2*,5.4*,28,27,-12*,18,2.1*,27
COc1ccc(NC(=O)Nc2ccccc2CNc2nc(Nc3ccc(OCCN4CCCC4)cc3)ncc2Cl)cc1,6.0*,18,-76*,4.8*,-19*,55,1.9*,-53*
CCCC(O)(c1ccccc1)c1ccccc1,107,105,x,99,113,108,110,101
NC(=O)C(=O)Cc1nc2ccccc2s1,86,77,104,100,108,95,108,100
COC12C=C/C(=C(/C(=O)OCc3cncnc3)C(=O)CCCCCCCCC3(OC)C=C/C(=C(/C(=O)OCc4cncnc4)C(=O)CCCCCCCC1)O3)O2,9.7*,-7.9*,-12*,-60*,-20*,-20*,-18*,-57*
O=S(=O)(Nc1ccccc1)c1ccccc1,80,63,96,95,94,102,67,105
COc1ccc2c(c1)/C(=C/c1c(-c3cc(OC)c(OC)c(OC)c3)nc3sc(C)cn13)C(=O)N2,x,101,x,35,63,106,11,104
Cc1cc2nc3c4cc(O)ccc4n(CCN(C)C)c3nc2cc1C,3.1*,-33*,-34*,21,-11*,2.3*,9.3*,-49*
COc1ccc(-c2[nH]c3ccc(OC)cc3c2C=C(C#N)C#N)cc1,32,32,-13*,20,-12*,36,11,33
Cc1ccc(-c2nc(SCC(=O)c3ccc(Br)cc3)[nH]c(=O)c2C#N)s1,97,105,106,105,120,107,x,117
CCOC(=O)/C=C/CSC(=S)OCC,111,104,108,114,x,102,111,98
O=C(CNC(=O)c1ccccc1)Sc1ccccc1,109,97,103,94,102,113,78,96
O=C(Oc1ccc(Cl)cc1)Oc1ccc(Cl)cc1,112,115,110,92,94,103,100,108
CCOC(=O)Cn1c(-c2ccc(S(C)(=O)=O)cc2)nc2ccccc21,103,105,104,119,108,96,106,98
Cc1cc(CSc2ccccc2C(=O)N2CC=C(c3ccccc3)CC2)on1,92,95,108,93,85,91,x,90
CCN(CC)CCCC(C#N)c1ccccc1 (configuration not stated),105,86,108,93,108,98,100,99

# Source: PubChem (NCI)
